A3A deaminase: APOBEC3A ssDNA deaminase inhibitors, primary screen, selectivity assay for APOBEC3G inhibitor project, biochemical, FAM/TAMRA oligo cleavage fluorescence. DNA dC->dU-editing enzyme APOBEC-3A (Homo sapiens), P31941. recombinant A3A, FAM/TAMRA ssDNA deamination fluorescence. inhibition, % at 20 µM. hit rate 0.41% among 330,000;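 active means at least 40% inhibition at 20 µM here, with at most 30% in a related deaminase screen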;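 further: plate controls were A3A with DMSO for no effect and wells lacking A3A enzyme for full effect; some results filed as inactive read as strong as hits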
Target sequence (P31941 whole entry, looked up): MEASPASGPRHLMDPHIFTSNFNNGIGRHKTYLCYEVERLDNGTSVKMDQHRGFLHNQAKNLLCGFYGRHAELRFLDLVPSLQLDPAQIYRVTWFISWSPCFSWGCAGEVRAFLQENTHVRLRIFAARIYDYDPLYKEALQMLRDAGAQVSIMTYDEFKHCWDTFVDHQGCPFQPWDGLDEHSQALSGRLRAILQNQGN
hIAP block: human IAP inhibitors, primary screen, biochemical, luminescence, uHTS; purified IAP, CDP-Star luminescence, 30 min; inhibition, % at 10 µM; hit rate 0.12% among 330,000; AID 2544, 2010;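 active means inhibition reaching a set limit with compound at 10 µM in the primary screen, cut at about 35% in these data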;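 further: plate controls were DMSO wells with enzyme for no effect and no-enzyme buffer wells for full effect; values of inactives mirror those of a sister screen read the other way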
PfGluPho inh: PfG6PD enzyme inhibitors, primary screen, biochemical, fluorescence intensity, uHTS; hit rate 0.78% among 350,000; PfGluPho enzyme, NADPH resazurin-diaphorase fluorescence; AID 504690, 2011; glucose-6-phosphate dehydrogenase-6-phosphogluconolactonase (Plasmodium falciparum 3D7); inhibition, % at 20 µM;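 active means inhibition reaching at least a set limit at 20 µM in the primary screen, cut at about 59% in these data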;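 further: 0% = DMSO wells with substrate and 100% = DMSO wells lacking glucose-6-phosphate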
HKDC1 inhibitor: HKDC1 hexokinase inhibitors, primary screen, biochemical, fluorescence, uHTS | hit rate 0.16% among 340,000 | inhibition, % at 20 µM | Q2TB90 | recombinant HKDC1, G6PDH/diaphorase resazurin coupled fluorescence;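 active means inhibition above about 35% when tested at 20 µM, limit read from the data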;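 further: plate controls were DMSO wells with enzyme for no effect and DMSO wells lacking enzyme for full effect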
Target sequence (Q2TB90 whole entry, looked up): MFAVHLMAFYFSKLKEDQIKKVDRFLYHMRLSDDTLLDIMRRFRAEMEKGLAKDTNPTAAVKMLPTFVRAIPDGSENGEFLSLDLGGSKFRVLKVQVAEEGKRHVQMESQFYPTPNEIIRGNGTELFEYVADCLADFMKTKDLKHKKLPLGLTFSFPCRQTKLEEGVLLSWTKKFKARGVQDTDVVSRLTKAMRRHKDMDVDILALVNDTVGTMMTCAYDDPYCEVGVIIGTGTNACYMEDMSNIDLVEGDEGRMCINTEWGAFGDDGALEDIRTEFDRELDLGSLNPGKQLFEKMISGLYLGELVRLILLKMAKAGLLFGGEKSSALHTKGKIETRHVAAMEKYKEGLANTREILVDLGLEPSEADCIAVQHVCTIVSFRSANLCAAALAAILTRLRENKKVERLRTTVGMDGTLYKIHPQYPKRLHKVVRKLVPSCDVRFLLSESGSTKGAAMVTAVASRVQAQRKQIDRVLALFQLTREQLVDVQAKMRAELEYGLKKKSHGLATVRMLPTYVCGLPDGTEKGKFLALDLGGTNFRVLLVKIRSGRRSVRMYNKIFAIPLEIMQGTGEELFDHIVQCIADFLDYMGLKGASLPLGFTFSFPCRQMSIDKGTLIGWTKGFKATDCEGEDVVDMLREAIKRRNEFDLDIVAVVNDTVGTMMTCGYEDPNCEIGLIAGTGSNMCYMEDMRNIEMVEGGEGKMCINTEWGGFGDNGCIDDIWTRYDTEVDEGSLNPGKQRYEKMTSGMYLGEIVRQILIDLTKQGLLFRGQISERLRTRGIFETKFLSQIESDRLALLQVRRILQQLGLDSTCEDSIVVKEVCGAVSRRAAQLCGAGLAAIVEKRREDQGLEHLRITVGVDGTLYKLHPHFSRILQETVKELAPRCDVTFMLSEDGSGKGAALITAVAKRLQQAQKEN
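Material: recombinant HKDC1 hexokinase; Amount: HKDC1 at 5 µg/mL; Medium: Tris pH 8.0 buffer with MgCl2, Tween-20, BSA, BME; Schedule: 90 min reaction incubation at room temperature, dark; Technique: coupled resazurin fluorescence, excitation 525 nm, emission 613 nm.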
ATG4B inh: ATG4B protease inhibitors, primary screen, biochemical, fluorescence, uHTS | inhibition, % at 8.33 µM | ATG4B cleavage of LC3-PLA2, NBD-HPC fluorescence, 1 h | AID 504462, 2011 | hit rate 0.51% among 340,000; in the data active means inhibition above about 40%
mIAP block: inhibitors of mouse IAP, primary screen, biochemical, luminescence, uHTS | intestinal alkaline phosphatase [Mus musculus] | purified mouse IAP, CDP-Star luminescence, 30 min | inhibition, % at 10 µM | hit rate 0.2% among 330,000 | AID 2806, 2010;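 active means inhibition of at least 40% at 10 µM in the primary screen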;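 further: plate controls were DMSO with enzyme for no effect and no enzyme wells for full effect; values of inactives mirror those of a sister screen read the other way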
mIAP activ: activators of mouse IAP, primary screen, biochemical, luminescence, uHTS | hit rate 0.24% among 330,000 | muIAP, CDP-Star luminescence, 30 min; hits give high values; 1 = vehicle-only enzyme signal, 0 = enzyme-free wells | intestinal alkaline phosphatase [Mus musculus] | activation factor at 10 µM;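 active means activation factor of at least 2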; further: the source names both 10 and 20 µM as test concentration; values of inactives mirror those of a sister screen read the other way
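also added = chemiluminescent substrate CDP-Star | test system = mouse IAP enzyme | signal = chemiluminescence readout | compound = DMSO-dissolved test compounds | incubation = 30 min at room temperature | benchmarks = DMSO wells, no-enzyme wells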
hIAP act: human IAP activators, primary screen, biochemical, luminescence, uHTS. hit rate 0.16% among 330,000. activation factor at 10 µM. purified human IAP, CDP-Star luminescence, 30 min; hits give high values; 1 = vehicle-only enzyme, 0 = enzyme-free background. Intestinal-type alkaline phosphatase (Homo sapiens), P09923;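 active means activation factor of the enzyme at least 2-fold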; further: the source names both 10 and 20 µM as test concentration; values of inactives mirror those of a sister screen read the other way
Numbers without * were called inactive. Outcome played no part in choosing rows. Share with any hit: about 2.4%.

nr	SMILES	A3A deaminase	hIAP block	PfGluPho inh	HKDC1 inhibitor	ATG4B inh	mIAP block	mIAP activ	hIAP act
1	COc1ccc(S(=O)(=O)N(CC(=O)Nc2cc(C)on2)Cc2ccccc2)cc1	-3.5	-17.9	13.4	-8.0	-6.5	-1.1	1.01	1.18
2	CC1CCN(c2nc(-c3ccco3)c3c(c2C#N)CC(C)(C)OC3)CC1	-1.9	2.2	33.5	5.4	10.8	0.1	0.999	0.978
3	Cc1ccc(C)c(N2N=C(C(=O)Nc3ccccc3N3CCOCC3)CCC2=O)c1	-0.8	-1.6	12.8	-0.4	-5.5	2.8	0.972	1.02
4	N#C/C(=C\c1ccccc1Cl)C(=O)NC(=O)Oc1ccccc1	-3.6	11.0	-5.6	-1.0	0.4	0.2	0.998	0.89
5	CC(C)(C)NC(=S)NNC(=O)c1ccc2ncccc2c1	4.0	-49.1	20.8	-3.2	-15.9	-5.6	1.06	1.49
6	Cc1ccc(Cl)cc1N1CCN(C(=O)C2CCC(=O)N2C(C)C)CC1 (configuration not stated)	-2.6	-16.5	8.8	-7.5	0.4	-6.2	1.06	1.17
7	O=C(NCCc1ccc(Cl)cc1)Nc1cccc(Cl)c1	-1.7	-20.9	8.3	-2.5	24.4	-189.6	2.9*	1.21
8	CN(C)/C=C(\C(=O)c1ccc(Cl)cc1)c1nnnn1-c1ccc(Cl)cc1	-1.6	-5.2	1.7	1.1	-3.8	-3.3	1.03	1.05
9	Cc1ccc(CS(=O)Cc2ccc(C(=O)NCc3ccc(OC(C)C)cc3)o2)cc1 (configuration not stated)	0.1	-10.8	-16.4	-4.0	-4.6	-4.5	1.04	1.11
10	O=C(Nc1ccc(-c2nc3ccccc3[nH]2)cc1)c1ccccc1NS(=O)(=O)c1ccc(F)cc1	-0.5	11.0	-37.2	12.7	30.5	7.2	0.928	0.89
11	CNc1nc(C)c(C(C)(C)C)s1	-9.4	-0.1	17.4	0.3	-8.8	-8.2	1.08	1
12	COc1cccc(OC)c1C(=O)Nc1ccncc1	0.8	-17.5	4.5	0.2	-11.6	-16.2	1.16	1.18
13	CCC1(CC)Cc2ccccc2-c2nc3ccccc3c(=O)n21	5.0	6.6	1.6	-0.1	2.8	8.9	0.911	0.934
14	O=C(CN(Cc1ccccc1)S(=O)(=O)c1ccc2c(c1)OCCO2)N/N=C/c1ccc(F)cc1	0.8	10.9	15.9	-2.8	-5.5	3.3	0.967	0.891
15	Cc1ccc(C(=O)OCCn2cc(C#N)c(=O)[nH]c2=O)cc1	-0.9	-15.8	-16.2	0.6	-10.2	-0.1	1	1.16
16	COc1ccc2o/c(=N/NC(=O)c3cccs3)c(C(N)=O)cc2c1	-2.2	-19.4	0.2	-1.0	-12.7	11.6	0.884	1.19
17	COc1cc(C=O)ccc1OCCOCCOc1c(C)cc(Cl)cc1Cl	-3.9	-2.2	8.0	3.4	-11.5	-1.9	1.02	1.02
18	CC(C)CC(c1nnnn1Cc1cccs1)N1CCN(c2nc3ccccc3s2)CC1 (configuration not stated)	1.8	-6.5	9.2	1.3	0.9	1.6	0.984	1.06
19	O=C(COC(=O)c1ccc(Br)cc1)NCC1CCCO1 (configuration not stated)	-3.6	16.6	-15.8	1.9	8.0	4.4	0.956	0.834
20	CCOC(=O)C1(C(=O)OCC)C(c2ccccc2)CC(O)N1C(C)=O (configuration not stated)	-2.7	6.1	10.2	-11.1	-14.2	6.5	0.935	0.939
21	O=C(CNC(=O)c1ccccc1Br)N/N=C/c1ccccc1O	-1.9	-71.1	-27.4	-15.3	-5.2	5.0	0.95	1.71
22	CC(=O)n1cc([C@@H]2C=C(C(=O)N3CCN(Cc4ccc5c(c4)OCO5)CC3)O[C@H](OCCCCO)C2)c2ccccc21	-2.5	5.4	4.5	1.4	-14.0	5.2	0.948	0.946
23	CC(NC(=O)/C=C/c1ccco1)c1nc2ccccc2n1Cc1c(Cl)cccc1Cl (configuration not stated)	-0.5	3.0	4.3	-5.4	2.4	-2.0	1.02	0.97
24	CC(C)(Oc1ccc(Cl)cc1)C(=O)Nc1ccc(S(=O)(=O)Nc2ncccn2)cc1	4.8	0.2	-5.2	-0.7	-5.5	4.1	0.959	0.998
25	O=C(NNC(=O)c1cccs1)c1ccc(F)cc1	-5.9	-5.0	13.5	-6.6	-16.8	-0.4	1	1.05
26	COc1cc2c(cc1OC)C(c1cccs1)NCC2 (configuration not stated)	-6.9	-4.7	-3.6	-0.8	-6.4	1.8	0.982	1.05
27	CC(=O)C1=C(O)C=C(c2ccco2)CC1c1ccco1 (configuration not stated)	-4.1	-11.5	-21.2	-5.7	-2.3	38.6	0.614	1.11
28	O=C(CC12CC3CC(CC(C3)C1)C2)N1CCCOC1	0.6	11.3	-16.1	4.3	-0.1	-14.2	1.14	0.887
29	CCNS(=O)(=O)c1ccc(C(=O)Nc2ccccc2)cc1	-1.4	4.3	10.7	-6.6	-1.4	5.1	0.949	0.957
30	COc1ccc(C2SC[C@@H](C(=O)O)N2C(C)=O)cc1 (some centres not stated)	0.9	6.8	-13.6	5.1	1.7	-1.3	1.01	0.932
31	CC(OC(=O)c1cc(=O)[nH]c2ccccc12)C(=O)NC1CCCC1 (configuration not stated)	1.9	13.3	0.9	-2.2	3.2	12.3	0.877	0.867
32	COc1ccc(-c2cc(=O)n(-c3nc4ccccc4[nH]3)[nH]2)cc1	0.3	20.3	-34.4	-13.8	7.3	11.5	0.885	0.797
33	COc1ccc(C(=O)OC(C)CN2CCN(C)CC2)cc1OC (configuration not stated)	-3.8	-11.0	-12.4	-5.6	3.2	-7.8	1.08	1.11
34	CCCn1c(=N)n(CC(O)c2ccco2)c2ccccc21 (configuration not stated)	-1.5	-7.5	-5.8	-0.1	-0.1	-4.1	1.04	1.07
35	CCCCn1cnc2c(cnn2-c2ccc(Cl)cc2)c1=O	-2.8	10.5	7.5	-10.0	-2.9	-0.2	1	0.895
36	CCn1cc(C(=O)NCc2cccnc2)c(=O)c2cc(F)c(N3CCN(C(=O)c4ccco4)CC3)cc21	-4.5	-1.0	2.8	-0.6	-2.5	-7.0	1.07	1.01
37	COc1ccc(C(=O)/C=C/Nc2ccc([N+](=O)[O-])cc2C)cc1OC	-0.3	11.7	-3.8	-1.7	-8.2	18.1	0.819	0.883
38	CCCCSc1nc(C)cc(C)c1S(=O)(=O)c1ccccc1C	-2.3	3.1	-21.7	7.2	-3.3	9.5	0.905	0.969
39	COc1ccc(OCc2cc(C(=O)NC(C)c3csc(C)n3)no2)c(Cl)c1 (configuration not stated)	-2.4	8.1	-0.5	-4.5	-6.0	3.8	0.962	0.919
40	COc1cc(/C=C/C(=O)OCC(=O)NC2CC2)cc(OC)c1OC	3.0	-5.4	0.5	-4.6	9.9	0.1	0.999	1.05

In another format: results already given
Below each compound: A3A deaminase | hIAP block | PfGluPho inh | HKDC1 inhibitor | ATG4B inh | mIAP block | mIAP activ | hIAP act
[7] O=C(NCCc1ccc(Cl)cc1)Nc1cccc(Cl)c1
    -1.7 | -20.9 | 8.3 | -2.5 | 24.4 | -189.6 | 2.9* | 1.21
[8] CN(C)/C=C(\C(=O)c1ccc(Cl)cc1)c1nnnn1-c1ccc(Cl)cc1
    -1.6 | -5.2 | 1.7 | 1.1 | -3.8 | -3.3 | 1.03 | 1.05
[9] Cc1ccc(CS(=O)Cc2ccc(C(=O)NCc3ccc(OC(C)C)cc3)o2)cc1 (configuration not stated)
    0.1 | -10.8 | -16.4 | -4.0 | -4.6 | -4.5 | 1.04 | 1.11
[10] O=C(Nc1ccc(-c2nc3ccccc3[nH]2)cc1)c1ccccc1NS(=O)(=O)c1ccc(F)cc1
    -0.5 | 11.0 | -37.2 | 12.7 | 30.5 | 7.2 | 0.928 | 0.89
[11] CNc1nc(C)c(C(C)(C)C)s1
    -9.4 | -0.1 | 17.4 | 0.3 | -8.8 | -8.2 | 1.08 | 1
[12] COc1cccc(OC)c1C(=O)Nc1ccncc1
    0.8 | -17.5 | 4.5 | 0.2 | -11.6 | -16.2 | 1.16 | 1.18

Next part:
nr	SMILES	A3A deaminase	hIAP block	PfGluPho inh	HKDC1 inhibitor	ATG4B inh	mIAP block	mIAP activ	hIAP act
41	CC(=O)C(C(C)=O)C(NC(=O)c1cccnc1)(C(F)(F)F)C(F)(F)F	-1.7	-4.7	-14.0	-5.0	3.3	-1.6	1.02	1.05
42	CCN(CC(=O)NCc1cccs1)C(=O)c1cccc(S(=O)(=O)Nc2cccc(C)c2)c1	2.4	-1.7	-10.9	-0.7	-0.7	1.2	0.988	1.02
43	CCC(=O)OC1CC(C)N(C(=O)c2ccccc2)c2ccc(C)cc21 (configuration not stated)	-1.7	13.1	3.1	-1.9	-6.4	-1.9	1.02	0.868
44	CC(C)Oc1ccc2c3c(c(=O)oc2c1)CCC3	3.7	-11.2	0.4	3.8	2.5	-4.4	1.04	1.11
45	CCCCc1c(O)nc(SC2CC(=O)N(c3ccc(C(=O)OCC)cc3)C2=O)[nH]c1=O (configuration not stated)	-6.9	6.0	-11.1	-4.9	3.9	4.3	0.957	0.94
46	CCOC(=O)c1c(C)nc2sc(C(=O)Nc3ccc(OC)cc3)c(N)c2c1-c1ccc(OC)cc1	-2.4	-13.6	2.7	-4.0	-17.1	-0.2	1	1.14
47	COc1ccc(CCNC(=O)C(Sc2ccccn2)c2ccccc2)cc1OC (configuration not stated)	-1.9	3.5	-2.2	-5.1	-0.4	-12.6	1.13	0.965
48	O=C(O)c1ccc(N2C(=O)/C(=C/C=C/c3ccccc3)SC2=S)cc1	0.7	2.3	29.0	3.0	2.4	8.3	0.917	0.977
49	Cc1cccc(NC(=O)CSc2cccc3cccnc23)c1C	-3.5	-5.6	10.1	-4.3	4.0	-3.8	1.04	1.06
50	CCc1ccc(/C=C2/C(=O)N(CC)C(=S)N2C)s1	-5.6	7.2	5.9	1.7	6.7	20.2	0.798	0.928
51	O=C(c1ccccc1)N1CCN(CC#Cc2ccccc2)CC1	-0.8	-22.7	6.8	-0.7	5.0	-9.7	1.1	1.23
52	Cc1ccccc1CN1CCN(CC(=O)NCCCN2CCN(c3ccc(F)cc3)CC2)C1=O	-1.2	-19.4	-8.3	-9.2	-8.7	-11.7	1.12	1.19
53	CCOc1ccc(C(=O)NC2CCN(CC(=O)NCc3ccccc3)CC2)cc1	-3.9	-3.7	-19.2	2.1	-5.5	-0.2	1	1.04
54	CCOC(=O)c1cc(-c2ccc(F)cc2)n(CCC(=O)NC2CCN(Cc3ccccc3)CC2)c1C	-5.5	-3.7	8.9	-5.1	-19.0	-7.0	1.07	1.04
55	O=c1/c(=C\c2ccc(O)cc2)sc2nc(-c3ccccc3)c(-c3ccccc3)n12	1.9	28.3	10.5	-7.2	5.2	24.0	0.76	0.717
56	CCOC(=O)c1sc(=S)n(-c2cc(F)ccc2F)c1N	0.2	15.3	21.6	10.4	9.3	3.5	0.965	0.847
57	N#Cc1ccccc1OCC(=O)Nc1c(C(=O)C2CC2)oc2ccccc12	-2.0	9.4	-7.0	-1.9	-8.5	-9.0	1.09	0.906

Source: PubChem BioAssay
